# Source: PubChem
# Mtb BioA inh: M. tuberculosis BioA enzyme inhibitors, primary screen, biochemical, plate reader, single point, HTS; actives 0.096% (n = 360,000); 7,8-diaminopelargonic acid synthase BioA (Mycobacterium tuberculosis); purified M. tuberculosis BioA enzyme; inhibition, % at 9.99 µM; in the data active = inhibition above about 40%; inconclusive = no clear call, values can overlap the other calls
# Rv3671c protease: Rv3671c serine protease inhibitors, primary screen, biochemical, fluorescence polarization, M. tuberculosis H37Rv | P9WHR9 | inhibition, % at 5.96 µM | actives 0.048% (n = 320,000); in the data active = inhibition above about 38%;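 note: extracellular domain of Rv3671c used as enzyme; 0% = enzyme with DMSO and 100% = no enzyme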
# Target sequence (P9WHR9 whole entry, looked up, the tested form may be a part): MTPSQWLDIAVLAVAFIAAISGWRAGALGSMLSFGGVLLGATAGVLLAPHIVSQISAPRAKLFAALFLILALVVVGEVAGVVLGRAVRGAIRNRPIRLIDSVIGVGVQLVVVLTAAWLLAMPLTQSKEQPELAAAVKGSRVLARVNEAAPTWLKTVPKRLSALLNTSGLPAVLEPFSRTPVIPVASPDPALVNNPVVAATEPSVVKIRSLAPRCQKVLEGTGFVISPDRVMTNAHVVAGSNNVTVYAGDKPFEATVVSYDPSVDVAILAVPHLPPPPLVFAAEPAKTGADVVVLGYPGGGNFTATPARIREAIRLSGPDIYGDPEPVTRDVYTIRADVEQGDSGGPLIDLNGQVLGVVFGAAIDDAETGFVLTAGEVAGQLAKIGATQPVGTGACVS
# MazF activator: activators of E. coli MazEF toxin-antitoxin RNase, primary screen, biochemical, fluorescence, uHTS | Endoribonuclease toxin MazF (Escherichia coli (strain K12)), P0AE70 | FAM/BHQ RNA-DNA oligo cleavage fluorescence, 5 h | activation, % at 20 µM | actives 0.32% (n = 350,000) | AID 504720, 2011; in the data active = activation above about 50%
# Target sequence (P0AE70 whole entry, looked up): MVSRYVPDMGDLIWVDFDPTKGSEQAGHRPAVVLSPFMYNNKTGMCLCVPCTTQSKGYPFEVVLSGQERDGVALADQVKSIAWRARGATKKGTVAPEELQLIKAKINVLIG
# Mtb FBA inh: Mtb FBA enzyme inhibitors, primary screen, biochemical, fluorescence, strain H37Rv. Fructose-bisphosphate aldolase (Mycobacterium tuberculosis (strain ATCC 25618 / H37Rv)), …. purified M. tuberculosis FBA, fluorescence read-out. inhibition, % at 1 µM. actives 2.3% (n = 360,000). AID 588726, 2011; in the data active = inhibition above about 27%;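 note: 0% = vehicle and 100% = reference inhibitor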
# Target sequence (P9WQA3 whole entry, looked up): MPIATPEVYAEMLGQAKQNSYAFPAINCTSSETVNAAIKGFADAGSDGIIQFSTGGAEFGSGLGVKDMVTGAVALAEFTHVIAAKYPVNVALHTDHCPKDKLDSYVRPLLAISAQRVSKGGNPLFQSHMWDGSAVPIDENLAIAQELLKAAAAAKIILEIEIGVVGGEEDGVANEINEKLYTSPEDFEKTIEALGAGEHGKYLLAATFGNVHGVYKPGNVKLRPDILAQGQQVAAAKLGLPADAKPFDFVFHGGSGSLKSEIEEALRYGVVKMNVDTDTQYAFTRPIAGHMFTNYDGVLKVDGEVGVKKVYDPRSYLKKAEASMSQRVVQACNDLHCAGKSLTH
# GDH-TPI inh: GDH-TPI coupling enzyme inhibitors, primary screen, artefact control for M. tuberculosis FBA inhibitor project, biochemical, absorbance, full deck. GDH-TPI coupled enzyme counterscreen, NADH absorbance. inhibition, % at 4.8 µM. actives 1.2% (n = 360,000);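 note: 0% = DMSO wells and 100% = wells lacking the enzyme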
# CCHF vOTU inh: CCHFV vOTU protease inhibitors, primary screen, biochemical, Pep-AMC substrate, fluorescence; inhibition, % at 11.5 µM; Crimean-Congo hemorrhagic fever virus L polyprotein viral ovarian tumor (vOTU) protease …; actives 0.55% (n = 370,000); note: 0% = vehicle wells with enzyme and 100% = no enzyme wells
# UGM FP inh: M. tuberculosis UGM enzyme inhibitors, primary screen, biochemical, fluorescence polarization, single point; UDP-galactopyranose mutase (Mycobacterium tuberculosis (strain ATCC 25618 / H37Rv)), …; purified UGM, fluorescence polarization probe displacement; inhibition, % at 10 µM; actives 0.06% (n = 320,000); in the data active = inhibition above about 10%, passing the limit was not always enough; inconclusive = no clear call, values can overlap the other calls
# VHR inh abs: VHR1 phosphatase inhibitors, primary screen, biochemical, absorbance, uHTS. AID 1654, 2009. inhibition, % at 13.3 µM. recombinant VHR phosphatase, pNPP absorbance. actives 0.52% (n = 290,000). Dual specificity protein phosphatase 3 (Homo sapiens), P51452; in the data active = inhibition above about 50%; note: some compounds called inactive have numbers as strong as hits
# Target sequence (P51452 whole entry, looked up): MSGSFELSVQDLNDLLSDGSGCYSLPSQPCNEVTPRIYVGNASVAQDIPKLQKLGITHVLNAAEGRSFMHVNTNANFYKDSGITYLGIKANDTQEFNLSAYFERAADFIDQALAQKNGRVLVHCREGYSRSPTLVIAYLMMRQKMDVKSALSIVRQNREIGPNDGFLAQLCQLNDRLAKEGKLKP
# FadD28 FP inh: inhibitors of FadD28 bisubstrate probe binding, primary screen, biochemical, fluorescence polarization, single point. AID 588549, 2011. actives 0.22% (n = 360,000). inhibition, % at 12.5 µM; in the data active = inhibition above about 8.5%, passing the limit was not always enough; inconclusive = no clear call, values can overlap the other calls
# BoNT-F LC inh: BoNT/F light chain protease inhibitors, primary screen, biochemical, flow cytometry, MLPCN library. Multiplex microsphere protease cleavage assay. inhibition, % at 10 µM. Botulinum neurotoxin type F light chain protease (Clostridium botulinum). actives 0.22% (n = 360,000). AID 588497, 2011; in the data active = inhibition above about 35%, passing the limit was not always enough; inconclusive = no clear call, values can overlap the other calls; note: plate controls were buffer without enzyme for full effect and enzyme alone for no effect
# * marks the source's active call; other numbers are inactive results; ? = inconclusive; / = no result given. Cut-off read from the data, not from the text of the source, unless noted: active = inhibition above about 30%; inactive = the rest.
# Start of the data: the first three entries (preview)
nr	compound	Mtb BioA inh	Rv3671c protease	MazF activator	Mtb FBA inh	GDH-TPI inh
1	Cc1oc2c(c1C(=O)NCCO)CCCC2	0.0	3	-4	0	-6
2	COc1ccc(N(C)S(=O)(=O)c2cccc(C(=O)Nc3cc(OC)ccc3OC)c2)cc1	/	-4	-5	-5	5
3	Cc1cc(C)c(C(=O)O)c(Cl)n1	/	-8	-1	4	1

nr	CCHF vOTU inh	UGM FP inh	VHR inh abs	FadD28 FP inh	BoNT-F LC inh
1	-7	2.5	39	-3.5	-4
2	1	4.0	4	-1.9	-3
3	-11	1.8	12	2.3	1

# The listing, repeating the preview:
nr	compound	Mtb BioA inh	Rv3671c protease	MazF activator	Mtb FBA inh	GDH-TPI inh
1	Cc1oc2c(c1C(=O)NCCO)CCCC2	0.0	3	-4	0	-6
2	COc1ccc(N(C)S(=O)(=O)c2cccc(C(=O)Nc3cc(OC)ccc3OC)c2)cc1	/	-4	-5	-5	5
3	Cc1cc(C)c(C(=O)O)c(Cl)n1	/	-8	-1	4	1
4	Cc1oc(-c2ccccc2F)nc1CSCC(=O)NC1CCC(C)CC1 (stereo not given)	/	-2	8	2	-4
5	CS(=O)(=O)N1CCC(C(=O)Nc2ccccc2)CC1	-0.4	2	2	2	-1
6	Cc1cc(Cl)cc2sc(NC(=O)C3CC3)nc12	-1.4	-6	0	-2	4
7	COc1cc(/C=N/NC(=O)CCOc2ccccc2C)cc(Br)c1O	/	0	5	23	27
8	CC(C)NC(=O)c1cccc(C(F)(F)F)c1	-3.1	2	3	1	-11
9	CCOc1ncccc1C(=O)OCC(=O)NCCc1ccc(OC)cc1	0.3	-1	-2	2	1
10	COc1ccc(S(=O)(=O)NCc2ccc3c(c2)OCO3)cc1OC	0.0	-4	8	0	0
11	Cc1ccc(C(C)(C)C)c(OCCCCN2CCCC2)c1	-1.0	-2	0	1	9
12	COC(=O)c1cc(=O)n2c(-c3ccc(OC)cc3)csc2n1	3.0	-5	6	1	0
13	O=C(CN1C(=O)NC2(CCCCCC2)C1=O)NCCc1ccc(F)cc1	0.7	-9	12	-2	-4
14	O=C(NCCCN1CCOCC1)c1c(O)c2ccccc2[nH]c1=O	-0.5	-4	3	-1	-2
15	Cc1ccccc1C(=O)N1CCC(C(=O)OCc2nc(N)nc(Nc3ccccc3)n2)CC1	1.0	-3	2	-1	-2

nr	CCHF vOTU inh	UGM FP inh	VHR inh abs	FadD28 FP inh	BoNT-F LC inh
1	-7	2.5	39	-3.5	-4
2	1	4.0	4	-1.9	-3
3	-11	1.8	12	2.3	1
4	-2	-3.0	-9	-0.8	-2
5	-12	0.7	27	0.2	5
6	7	-0.9	25	-0.2	-20
7	-10	0.4	6	0.7	-10
8	-16	-0.1	25	-4.3	-8
9	6	-0.4	23	-0.6	1
10	6	-2.1	16	-2.1	21
11	-4	/	14	-1.5	-6
12	0	0.8	-2	-2.4	2
13	-3	/	/	-6.8	6
14	-5	-0.6	25	-2.5	-1
15	1	2.2	/	-5.0	0

# Retrieved by compound from the entries so far (3):
nr	compound	Mtb BioA inh	Rv3671c protease	MazF activator	Mtb FBA inh	GDH-TPI inh
3	Cc1cc(C)c(C(=O)O)c(Cl)n1	/	-8	-1	4	1
10	COc1ccc(S(=O)(=O)NCc2ccc3c(c2)OCO3)cc1OC	0.0	-4	8	0	0
4	Cc1oc(-c2ccccc2F)nc1CSCC(=O)NC1CCC(C)CC1 (stereo not given)	/	-2	8	2	-4

nr	CCHF vOTU inh	UGM FP inh	VHR inh abs	FadD28 FP inh	BoNT-F LC inh
3	-11	1.8	12	2.3	1
10	6	-2.1	16	-2.1	21
4	-2	-3.0	-9	-0.8	-2

# Continuation:
nr	compound	Mtb BioA inh	Rv3671c protease	MazF activator	Mtb FBA inh	GDH-TPI inh
16	C=CCOc1ccc(/C=C/C(=O)OCC(=O)NCCCc2ccccc2)cc1	-0.8	10	2	0	1
17	Cc1ccc(S(=O)(=O)Nc2ccc(N3CCN(C)CC3)nc2)cc1	-3.4	8	-10	0	-2
18	N#Cc1cc(Oc2cccnc2)c(Oc2cccnc2)cc1C#N	3.7	7	-10	3	-1
19	C=C(C)COc1ccc2c(C)c(CC(=O)N3C[C@H]4C[C@@H](C3)c3cccc(=O)n3C4)c(=O)oc2c1C	0.5	-9	3	124*	12
20	Cc1ccc(N(Cc2cc3ccccc3[nH]c2=O)C(=O)c2cccs2)cc1	/	-6	-4	1	-6
21	Cc1cc(C)n(-c2nc(-c3ccccc3)cs2)n1	-3.3	2	8	2	8
22	Cc1ccc(C)c(OCC(=O)N/N=C\c2cccn2C)c1	/	-6	6	3	14
23	COc1ccc(-c2cccc(C(=O)Nc3cccc(C(=O)O)c3)c2)cc1	/	-16	-4	1	-3
24	CN(C)/C=C(\C#N)S(=O)(=O)c1ccc(Cl)cc1	0.3	-3	4	1	-2
25	CC(C)S(=O)(=O)c1cnc(-c2ccccn2)nc1N	/	7	2	-1	-3
26	COc1ccc(OC)c(NC(=O)c2nnn(CC(=O)Nc3ccc4c(c3)OCO4)c2N)c1	-1.7	-6	21	6	20
27	CC(C(=O)Nc1ccc(Cl)cc1)N1C(=O)NC2(CCCC2)C1=O (stereo not given)	-1.2	1	0	2	-3
28	CCSc1nnc(Cc2cc(=O)[nH]c(=O)[nH]2)n1-c1cc(C)ccc1C	/	1	1	0	3
29	CCCCc1c(O)nc(N2CCN(Cc3ccccc3)CC2)[nH]c1=O	0.2	4	7	1	-3
30	CCN1C(=O)/C(=C\c2cn(CCC#N)nc2-c2ccc(F)cc2)SC1=S	/	4	11	-3	16

nr	CCHF vOTU inh	UGM FP inh	VHR inh abs	FadD28 FP inh	BoNT-F LC inh
16	5	/	/	-1.9	-2
17	-18	0.7	22	-0.4	-6
18	6	-1.9	2	-3.0	10
19	-33	-1.3	17	0.5	-4
20	21	2.8	-7	-4.4	2
21	0	0.5	3	-3.2	-1
22	-2	-2.1	-1	-0.3	10
23	19	-3.3	-1	-16	-2
24	-10	0.5	4	-0.2	-5
25	5	-2.4	-1	-4.4	10
26	/	1.2	23	0.3	4
27	16	1.3	2	-0.9	6
28	-5	0.8	-16	-0.7	12
29	-8	-1.7	10	-2.2	4
30	-6	-1.1	9	-0.9	6

# Next part
nr	compound	Mtb BioA inh	Rv3671c protease	MazF activator	Mtb FBA inh	GDH-TPI inh
31	O=C1c2ccccc2C(=O)N1CCC#C/C=C1\c2ccccc2C(=O)N1c1ccccc1	-1.5	/	-16	0	2
32	COc1cc2c(cc1OC)C(C)NCC2 (stereo not given)	-3.8	1	5	4	5
33	CC(=O)Nc1ccc(S(=O)(=O)N(C)CC(=O)NC2CCCCCCC2)cc1	1.1	-6	-6	0	0
34	Cc1ccc(N2C(=O)NC(=O)/C(=C\c3ccoc3)C2=O)cc1	-6.5	-22	-38	1	6
35	ClCCN(CCCl)c1ccc(C2=NCCc3ccccc32)cc1	/	/	-4	-5	9
36	COc1cc2[nH]c3c(=O)n(N)c(=O)[nH]c3c2cc1OC	2.3	0	13	34*	11
37	COC(=O)c1ccccc1NC(=O)Cn1c(=O)n(Cc2ccccc2)c(=O)c2c(C)c(C)sc21	/	4	-6	-1	1
38	N#Cc1cccc(S(=O)(=O)NCC(=O)NCCCc2ccccc2)c1	0.0	-5	10	-8	-13
39	C=C1C(=O)OC2CC3(C)OC3C3OC3C3=CC(OC3=O)C12 (stereo not given)	-1.0	/	/	0	3
40	COc1ccccc1NC(=O)COC(=O)c1[nH]c(=O)[nH]c(=O)c1N	-2.5	-21	-24	6	26
41	Cc1c(C(=O)N2c3ccccc3Sc3ccccc32)cccc1[N+](=O)[O-]	/	-4	-2	0	5
42	Nc1ncnc2c1ncn2[C@@H]1O[C@H](C(=O)NCC2CCN(Cc3ccccc3)CC2)[C@@H](O)[C@H]1O	-3.0	/	/	-1	/
43	Nc1ccc(Oc2ccc(F)cc2)nc1	/	0	4	1	-4
44	COc1cc(-c2cnc3c(NC(C)=O)cc(-c4ccc(N5CCN(C)CC5)cc4)cn23)cc(OC)c1OC	-1.0	/	/	9	25
45	Cc1ccccc1S(=O)(=O)N(CC(O)CN1C(=O)NC(C)(C)C1=O)c1ccccc1 (stereo not given)	0.5	-3	2	1	-8

nr	CCHF vOTU inh	UGM FP inh	VHR inh abs	FadD28 FP inh	BoNT-F LC inh
31	-3	/	/	-1.2	4
32	4	-2.0	/	-0.8	-10
33	-20	-0.4	/	-0.6	2
34	8	-0.5	24	1.7	-3
35	-3	/	/	-5.4	-1
36	-15	-1.9	2	-0.5	-2
37	-10	5.4	-4	0.1	-28
38	4	-0.7	22	/	3
39	-3	/	/	-0.4	6
40	5	-2.2	/	-0.2	3
41	9	/	37	-0.7	-28
42	22	/	/	-3.1	-2
43	20	2.3	19	-1.1	?
44	3	/	/	0.4	-3
45	-3	3.6	13	-2.9	-4

# The results go on:
nr	compound	Mtb BioA inh	Rv3671c protease	MazF activator	Mtb FBA inh	GDH-TPI inh
46	CCN1CCN(CC(=O)Nc2sc3c(c2C#N)CCC(C)C3)CC1 (stereo not given)	/	-4	2	-3	10
47	N=C1/C(=C\c2ccc(-c3cccc(C(=O)O)c3)o2)C(=O)N=C2SC=C(c3ccccc3)N12	/	-88	-23	-7	4
48	CCCCn1c(N)c(N(CC(C)C)C(=O)c2ccc(F)c(S(=O)(=O)N3CCOCC3)c2)c(=O)[nH]c1=O	1.1	-3	-1	-2	-1
49	Fc1ccccc1N1CC(c2ccccc2)C(c2cccs2)=N1 (stereo not given)	-0.7	0	-15	161*	-3
50	O=C(CN1CCN(S(=O)(=O)N2CCCCC2)CC1)Nc1cc(Cl)cc(Cl)c1	0.9	-14	8	0	-12
51	CCCNC(=O)Nc1ccccc1C(=O)Nc1ccc(OC)cc1	-0.8	2	6	2	2
52	COC(=O)c1sccc1NC(=O)c1ccc(OC)cc1OC	0.3	-7	-4	-4	-1
53	CCCCN1C(=O)C(=O)c2cc(Cl)ccc21	-0.4	-3	-19	-1	3
54	CC1SCC(=NOCc2c(Cl)cccc2Cl)CS1 (stereo not given)	-0.7	10	-3	4	11
55	COc1ccc(CCNC(=O)CSc2nccc(=O)[nH]2)cc1OC	/	1	8	8	1
56	O=C1NC(=O)C(C(CC(=O)c2ccccc2)c2ccccc2)C(=O)N1 (stereo not given)	/	-9	-3	-2	7
57	C=CCNC(=O)/C(C#N)=C/c1c(N(Cc2ccccc2)Cc2ccccc2)nc2ccccn2c1=O	4.5	-9	-5	2	26
58	O=C1CCCc2c1nc(-c1ccco1)n2O	0.6	-9	8	16	26

nr	CCHF vOTU inh	UGM FP inh	VHR inh abs	FadD28 FP inh	BoNT-F LC inh
46	-4	-1.2	17	-0.1	-1
47	11	-4.4	96	2.2	-5
48	-2	-2.0	/	-2.5	3
49	-64	1.0	24	-1.7	-5
50	5	-1.9	29	-6.3	-8
51	9	-5.7	-4	-0.6	-3
52	-10	-1.9	-13	-1.6	-2
53	10	1.6	/	-2.4	-1
54	-12	1.2	12	0.0	-9
55	-6	-0.2	13	-2.8	3
56	-15	-0.6	6	0.2	-5
57	9	1.2	8	-1.0	6
58	-1	2.9	10	0.1	8
